TSHR antagonist – human thyrotropin receptor antagonism | P16473 | TSHR-expressing cells, TSH-stimulated cAMP HTRF, 2 h; active compounds read low | activity change, negative = inhibition, % at 11.5 µM | 330,000 compounds, 0.2% hits;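 active means activity change below a set negative limit, meaning inhibition stronger than a set level, cut at about -70% in these data; inconclusive means activity change between two set negative limits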; further: on the % scale 0 is the no-effect control and ±100 the full control effect
Target sequence (P16473 whole entry, looked up): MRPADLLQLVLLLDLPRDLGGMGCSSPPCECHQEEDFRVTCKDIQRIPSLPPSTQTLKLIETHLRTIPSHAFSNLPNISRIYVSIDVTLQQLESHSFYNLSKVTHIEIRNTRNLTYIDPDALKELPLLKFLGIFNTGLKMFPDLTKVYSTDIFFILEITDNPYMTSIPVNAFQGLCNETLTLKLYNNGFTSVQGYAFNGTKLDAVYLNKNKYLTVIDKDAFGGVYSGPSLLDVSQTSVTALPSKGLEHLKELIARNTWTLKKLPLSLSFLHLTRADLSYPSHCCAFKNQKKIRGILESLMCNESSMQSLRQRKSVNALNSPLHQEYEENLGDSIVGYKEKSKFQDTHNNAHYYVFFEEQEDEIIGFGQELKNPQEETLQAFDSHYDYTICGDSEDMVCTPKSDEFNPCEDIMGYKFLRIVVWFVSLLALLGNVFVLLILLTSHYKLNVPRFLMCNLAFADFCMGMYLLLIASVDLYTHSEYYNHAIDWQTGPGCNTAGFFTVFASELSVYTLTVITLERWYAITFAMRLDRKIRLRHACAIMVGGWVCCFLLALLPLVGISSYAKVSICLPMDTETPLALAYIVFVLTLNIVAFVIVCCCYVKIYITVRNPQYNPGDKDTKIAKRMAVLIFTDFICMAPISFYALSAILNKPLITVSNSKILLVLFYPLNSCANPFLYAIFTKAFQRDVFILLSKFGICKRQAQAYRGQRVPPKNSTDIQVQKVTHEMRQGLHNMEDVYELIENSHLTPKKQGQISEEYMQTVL
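Antagonism was scored as loss of TSH-driven cAMP in TSHR cells, stimulated with 4nM TSH (EC80) for 2 hours at 37 deg C and detected by homogeneous HTRF competition immunoassay.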
USP2a inh – inhibitors of human ubiquitin-specific protease USP2a. USP2 core, Ub-CHOP2 coupled fluorogenic reporter, 485/531. AID 463254. O75604. Potency, µM (top dose mostly 38.3 µM), for inactives: top-dose activity change, negative = inhibition, most hits filed as inhibitors. 330,000 compounds, 0.01% hits;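 further: potency means the concentration at half of the fitted maximal effect; plate controls were DMSO wells for no effect and full inhibition by NEM control for full effect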
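USP2 core (10nM final) preincubated 30min RT with compound in 20mM Tris-HCl pH 8.0, 2mM CaCl2, 2mM beta-mercaptoethanol, 0.05% CHAPS; 25nM Ub-CHOP2 plus 25nM reporter substrate added, fluorescence (Ex485/Em531) read after 60min.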
AT treatment – potential ataxia-telangiectasia treatments restoring KAP-1 phosphorylation; […] A-T fibroblasts, KAP-1 phosphorylation AlphaLISA; neocarzinostatin DNA damage 30 min before lysis; 320,000 compounds, 0.19% hits; Potency, µM (top dose mostly 57.5 µM), for inactives: top-dose activation, usual class: activators; further: potency means the concentration at half of the fitted maximal effect; % of control where 0% means no effect; nearly all actives have a fitted effect of over 45% in size
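hTERT-immortalized A-T patient fibroblasts ([…]), 500 cells/well in OPTI-MEM, 1% FBS, got compounds for 60 min, then NCS for 30 min at 37C. Lysates were then assayed for phospho-KAP-1 by AlphaLISA (anti-pKAP1 donor, anti-KAP1 acceptor beads), 6 hr at 25C.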
KCNH2 3.1 block – KCNH2 3.1 (human) potassium channel inhibition. U2OS KCNH2 3.1, thallium flux FluxOr; active compounds read low. activity change, % (tested at about 1.8 µM). 340,000 compounds, 0.95% hits;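 active means maximum activity change below -70%; inconclusive means maximum activity change from -70% to -50%; inactive means maximum activity change above -50%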;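 further: thallium influx rate constant from kinetic fluorescence after stimulation buffer; on the % scale 0 is the no-effect control and ±100 the full control effect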
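We transduce U2OS cells with the mutant 3.1 virus, culture them overnight, load FluxOr with Red40 quencher for 45 min, then add stimulation buffer and read kinetically for 2 min to derive a normalized rate constant.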
ELG1 repair inh – ELG1-dependent DNA repair inhibition. Potency, µM (highest dose often 46.1 µM), without a hit: at the highest dose activity change, negative = inhibition, most hits filed as inhibitors. AID 504467. HEK293T ELG1-luciferase reporter, luminescence, 16 h; DNA damage induced by 5-fluorouridine. 330,000 compounds, 2.3% hits; further: potency means the concentration at half of the fitted maximal effect; on the % scale 0 is the no-effect control and ±100 the full control effect; nearly all actives have a fitted effect of over 55% in size
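In this reporter screen, reduction of luminescence relative to DMSO vehicle indicated activity. Compounds and 5-fluorouridine were added together to 2,000 cells per well, incubated for 16 hr at 37 °C, then developed with ONE-Glo.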
Eya2 phos inh – Eya2 (human) phosphatase inhibition; O00167; recombinant Eya2, OMFP fluorescence dephosphorylation (OMFP is methylfluorescein phosphate); Potency, µM (series often up to 76.9 µM), for inactives: at the top dose activity, negative = inhibition, usual class: inhibitors; 330,000 compounds, 0.006% hits; further: potency means the concentration at half of the fitted maximal effect; on the % scale 0 is the no-effect control and ±100 the full control effect
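Eya2 protein (added as 0.2 uM solution) was preincubated with compound for 10 min at ambient temperature in 50 mM HEPES pH 7.5, 50 mM NaCl, 5 uM MgCl2, 0.05% BSA, 1 mM DTT. OMFP (added at 50 uM) then reacted 10 min; fluorescence read at 485/525 nm.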
hERG WT inh – inhibitors of human wildtype KCNH2 potassium channel | Q12809 | U2OS, BacMam KCNH2, thallium flux FluxOr; active compounds read low | activity change, % at 1.84 µM | 340,000 compounds, 0.37% hits | AID 720551;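 active means maximum activity change below -70%; inconclusive means maximum activity change between -70% and -50%; inactive means maximum activity change above -50%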; further: on the % scale 0 is the no-effect control and ±100 the full control effect
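U2OS cells transduced with wild-type KCNH2 virus are loaded with FluxOr dye for 45 min, and thallium flux is measured in kinetic reads before and after stimulation buffer. Rate constants are normalized to DMSO controls.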
Mito fusion yeast – mitochondrial division inhibition or fusion activation. S. cerevisiae fusion-defective mutant growth rescue, CellTiterGlo 48 h. Potency, µM (highest dose often 46.1 µM), inactives show at the highest dose growth rescue (activation), actives largely listed as activators. 320,000 compounds, 0.23% hits. AID 485298;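 further: potency means the concentration at half of the fitted maximal effect; % of control where 0% means no effect; nearly all actives have a fitted effect of over 45% in size; temperature-sensitive fusion mutants such as fzo1-1 at 37 °C on non-fermentable ethanol glycerol medium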
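Yeast fusion mutant, YPEG (non-fermentable carbon), compound, 48 h at 37C non-permissive; CellTiterGlo added, 10 min RT, luminescence read. Rescued growth = division inhibition.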
TRPV1 ag – human TRPV1 agonism; TRPV1-expressing cells, Fluo-8 calcium influx, agonist mode; AID 540275; activation, % at 8.33 µM; 320,000 compounds, 0.19% hits; in the data active means activation above about 80%; inconclusive means between about 30% and that limit; further: 0% is about no effect
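Fluo-8 calcium influx in TRPV1-expressing cells, kinetic read (ex 480/em 520 nm). Compound added and read 3 min for agonist activity, followed by capsaicin at EC20 final and 2 min further read for enhancement.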
TCR act – activates T cell receptor signaling; primary human leukocytes, anti-CD3, IL-2 HTRF, 48 h; Potency, µM (highest dose often 9.22 µM), inactives show at the highest dose activation of IL-2 secretion, usual class: activators; 330,000 tested, under 10 active; further: % of control where 0% means no effect
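Primary human leukocytes receive a-CD3 beads and test compound and are incubated 48 hr. Secreted IL-2 is then assayed by HTRF, measuring 665nm acceptor emission after 320nm excitation of the europium donor.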
* marks the source's active call; other numbers are inactive results; i = inactive; ? = inconclusive; . = not tested or not shown; [ ] = dose if it differs, or a comment. Unless noted, the call rests on the fitted dose curve; in most records, active means well fitted curve in the direction sought with a large enough effect; inconclusive means small, poorly fitted or top-dose-only effect, or another doubt; inactive means no such curve, though single readings can be large; an effect the other way counts as inactive or inconclusive. Only part of the results is shown; rates above refer to the full screens.

Values run as follows: TSHR antagonist, USP2a inh, AT treatment, KCNH2 3.1 block, ELG1 repair inh, Eya2 phos inh, hERG WT inh, Mito fusion yeast, TRPV1 ag, TCR act
Cc1ccc(C2=NN(C(=O)CSc3nc(N)cc(N)n3)C(c3ccco3)C2)cc1 (centres undefined)
  -3, -1%, -1%, 8, ?, -5%, i, 0%, 1, 0%
CCOC(=O)Cn1cncc1-c1ccc([N+](=O)[O-])cc1
  9, -2%, -1%, -2, ?, -2%, -7, -2%, -4, -5%[46.1 µM]
Cc1nn(C)cc1C(=O)NNC(=S)Nc1ccc(Cl)cc1
  0, 3%, -3%, -5, -2%, -28%, 7, 0%, 1, -1%
CCOc1cc(C(C(=O)NCC2CCCO2)N(C(=O)Cn2nnc3ccccc32)c2ccccc2C(C)=O)ccc1O (centres undefined)
  -4, -1%, 1%, -24, -2%, 1%, -1, -7%, 2, 4%
O=C(N/N=C1\C(=O)c2cccc3cccc1c23)c1ccc(O)cc1
  -10, 0%, -3%, -4, ?, 3%, -4, 0%, 2, .
CC(C)Oc1nc(-c2ccccc2Cl)nc2ccccc12
  -1, 0%, 32µM*, -6, 8%, -2%, -12, -3%, 10, 10%
CCC(=O)Nc1ccc2nc(C3CC3)n(Cc3ccc(C(C)(C)C)cc3)c(=O)c2c1
  -3, 1%, 1%, -20, ?, -6%, 13, 14%, ?, -2%
CCN(CC)S(=O)(=O)c1cccc(NC2=NCCCCC2)c1
  8, 3%, 1%, 16, -7%, -7%, -2, -4%, 2, -7%
CCOc1ccccc1N1Cc2cc(C)c(C)cc2C1
  -1, 6%, 2%, 14, 18%, -13%, 6, -6%, 11, -2%
C=CCSC1=C(C#N)C(c2ccccc2OCC)CC(=O)N1 (centres undefined)
  -6, 0%, 3%, 1, 7%, -25%, -33, 8%, 19, 2%
COc1ccccc1C(=O)NCCC(=O)N1CCN(c2cccc(C(F)(F)F)c2)CC1
  10, -4%, 8%, 5, 0%, -7%, 6, 8%, 6, 3%
CC(C)(C)NC(=O)COC(=O)c1snc(C(=O)NC2CCCCC2)c1N
  -18, 3%, 4%, -4, ?, -28%, -5, 14%, -13, -1%
Cc1ccc(NC(=O)c2cc(NC(=O)/C=C\C(=O)O)ccc2N2CCCCC2)cc1
  2, 3%, 29%, -6, 1%, -5%, -21, 2%, 1, -9%
Cc1ccc2cc(C=C(C#N)C#N)c(N3CCCCC3)nc2c1
  -4, -1%, 22%, -6, 15%, 11%, -1, -4%, 13, 4%
Oc1c(Br)cc(Br)cc1/C=N/NC(=S)N[C@H]1CC2C=CC1C2 (some centres undefined)
  25, -12%, 2%, -2, ?, 1%, -4, -3%, -5, 4%
CN(C(=O)COc1ccccc1)c1nnc(C23CC4CC(CC(C4)C2)C3)s1
  11, -6%, -10%, 3, -10%, -13%, 3, ?, 1, 6%
CCn1ccnc1CN(C)Cc1nc(-c2ccccc2)no1
  23, -1%, 14%, -8, ?, ?, -2, -5%, -4, 2%
CCC(SC1=N/C(=C/c2ccccc2OC)C(=O)N1c1ccccc1)C(=O)Nc1cc(C)on1 (centres undefined)
  -8, 0%, -8%, 9, ?, 5%, -3, 0%, 14, 6%
CCOc1ccc(NS(=O)(=O)c2cc(NC(=O)c3cccc(C)c3)ccc2Cl)cc1
  ?, -5%, 5%, -30, ?, 5%, -4, 22µM*, 0, -1%[46.1 µM]
CCn1ncc(Br)c1C(=O)NC1CCCCCCC1
  8, -1%, 0%, 8, 6%, -6%, 19, 4%, 14, -4%
O=C(Cc1ccccc1)NC(C(=O)O)C(O)c1ccc([N+](=O)[O-])cc1 (centres undefined)
  0, -1%, 2%, 12, 2%, 0%, 1, 0%, 3, -5%
Cc1ccc(CSc2nnc(-c3cnccn3)n2C)cc1
  -2, 0%, -4%, 1, 19%, 1%, -2, -2%, 4, 0%
COc1ccc(C)cc1NC(=O)c1ccc(NC(=O)CC2SC(N3CCCC3)=NC2=O)cc1 (centres undefined)
  4, -4%, -2%, 0, 5%, -2%, 7, -8%, 2, -22%
COc1cccc(N2CCN(Cc3ncc(-c4ccccc4)o3)CC2)c1
  -12, 5%, 5%, -3, -1%, -2%, 8, 31%, 4, -3%
Cc1nc(SCC(=O)NCc2cccs2)nc(C)c1C
  -8, 1%, 13%, 5, -20%, -5%, -2, 0%, 0, -4%
COCCN(C(=O)CSc1nnc(-c2ccc(C)cc2)n1N)c1c(N)n(Cc2ccccc2)c(=O)[nH]c1=O
  3, -1%, 11%, 10, -5%, -7%, 0, 0%, -2, -21%
O=C(COC(=O)COc1ccccc1)NC12CC3CC(CC(C3)C1)C2
  17, 1%, -2%, -1, 24%, 5%, 12, -1%, 12, .
CCOC(=O)C(NC(=O)c1cccc(Cl)c1)(OCc1ccccc1)C(F)(F)F (centres undefined)
  -2, 4%, 4%, 9, -14%, -2%, -5, 11%, 9, -4%[46.1 µM]
CCCCn1c(N)c(N(CCOC)C(=O)c2ccc(S(=O)(=O)N3CCCCC3)cc2)c(=O)[nH]c1=O
  12, 0%, 9%, 4, 28%, -23%, -9, 4%, -3, 13%
CCOc1cc(NC(=S)Nc2ccccc2)c(OCC)cc1NC(=O)c1ccccc1
  -3, -2%, -3%, 5, ?, -11%, 8, -4%, ., -2%
CCOC(=O)c1c(-c2ccc(OCC)cc2)csc1NC(=O)CCN1C(=O)c2ccccc2C1=O
  9, 1%, -1%, ., 12µM*, -2%, ., 2%, 2, -3%[46.1 µM]
COc1ccc(-n2nc(C(=O)NCC(=O)NCCC3=CCCCC3)c3ccccc3c2=O)cc1OC
  -13, -3%, -5%, 7, 9.2µM*, -2%, 1, 14%, -5, -1%
O=C(/C=C/c1ccccc1)N/C(=C\c1ccco1)C(=O)O
  -1, -1%, -1%, 14, 8%, 3%, -7, -3%, -4, 1%
CCN(CC)C(=O)c1ccc(C(=O)c2ccccc2)cc1
  5, -1%, 2%, 13, ?, 17%, 4, 1%, 0, .
COc1ccc(/C=N/n2c(SC)nnc(C(C)(C)C)c2=O)cc1OC
  2, -7%, ., 2, ?, 7%, 7, 3%, -1, -4%
CN(C)S(=O)(=O)c1ccc(C(=O)NC(=O)CSc2nncs2)cc1
  ., 7%, -2%, 8, 0%, -11%, -4, ., ., -11%
C/C(=N\NC(=O)c1cccnc1)c1ccc(Br)cc1
  33, 0%, 4%, -24, 3%, -5%, 3, 0%, 0, 11%
Cc1cc(-c2ccc(S(=O)(=O)N3CCN(c4ccc(F)cc4)CC3)s2)on1
  -9, -1%, -9%, -41, 10%, 2%, 6, 3%, 7, 1%
COc1ccccc1-c1cc(C(=O)Nc2ccc(F)cc2F)no1
  -7, 3%, 7%, 10, ?, -10%, 8, 3%, -9, .
COc1cc(OC)c(NC(=O)CCCn2c(=O)oc3ccccc32)cc1Cl
  3, 0%, -4%, -1, -2%, -8%, 11, -2%, 7, 3%[46.1 µM]
C[C@H](NC(=O)c1nc[nH]c1C(=O)OCc1ccccc1)c1ccccc1
  -27, -1%, -1%, -25, ?, -1%, -18, 19%, 12, 0%
CCOc1ccc2c(c1)cc(CN(C(=O)CC)C1CCCCC1)c1nnnn12
  -1, -4%, 1%, 3, -19%, 7%, -3, 16%, 20, .
CN1C(=O)S/C(=C/c2ccc(OCc3cccc(C(=O)O)c3)cc2)C1=O
  -17, 0%, -2%, -3, ?, -5%, 4, 13%, 1, -4%
CC1CCCCN1C(=O)CSc1nnc(-c2c[nH]c3ccccc23)o1 (centres undefined)
  -15, 1%, 10%, -1, 23%, 3%, -10, ?, -1, 2%
Cc1cccn2c(=O)nc(SCC(=O)NCc3ccc4c(c3)OCO4)nc12
  15, 0%, 1%, -10, ?, -1%, 1, 2%, 0, 5%
COc1ccc(/C=C/C(=O)c2c(C)cc(C)[nH]c2=O)c2ccccc12
  2, 0%, 9%, 23, ?, 2%, 0, 2%, -1, -2%
O=C(NC1CCN(Cc2ccccc2)CC1)C1CCCN(c2nnc(-n3cccc3)s2)C1 (centres undefined)
  -6, 1%, 3%, -5, -16%, -13%, 15, 5%, -3, 8%
O=C1OC2(c3ccccc31)c1cc(I)c(O)c(I)c1Oc1c2cc(I)c(O)c1I
  -114*, ?, -11%, ., -21%, ?, ., -6%, 88*, .
Cc1ccc2nc(NC(=O)C3CCN(S(=O)(=O)c4cc([N+](=O)[O-])ccc4Cl)CC3)sc2c1
  -42, -2%, 0%, ?, ?, -4%, -5, 10%, 0, -4%[46.1 µM]
Cc1ccc(C)n1-c1ncn[nH]1
  18, 0%, 2%, -21, 4%, -25%, 0, 5%, 3, .
Cc1cc(C)c(NC(=O)C2CCCN2CCOC(=O)c2cccc([N+](=O)[O-])c2)c(C)c1 (centres undefined)
  10, 2%, 17%, -10, -4%, 1%, 3, 17%, 25, 0%[46.1 µM]

Only TRPV1 ag, TSHR antagonist and Eya2 phos inh, for 2 of the compounds above:
compound	TRPV1 ag	TSHR antagonist	Eya2 phos inh
CCN(CC)C(=O)c1ccc(C(=O)c2ccccc2)cc1	0	5	17%
COc1ccc(/C=N/n2c(SC)nnc(C(C)(C)C)c2=O)cc1OC	-1	2	7%

Screening data: PubChem, National Center for Advancing Translational Sciences (NCATS)
